ELG1 genotox: genotoxicity induction in ELG1-luciferase HEK293T cells; HEK293T ELG1-luciferase reporter, luminescence, 16 h; Potency, µM (series often up to 46 µM), for the others: at the top dose activity change, positive = activation, usual class: activators; hit rate 1.3% among 330,000; AID 504466; also: % of control where 0% means no effect; nearly all actives have a fitted effect of over 60% in size
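Screening used a luciferase reporter fused to human ELG1 in HEK293T cells. Luminescence was read on a CCD plate imager after 16 hr exposure and 30 min ONE-Glo incubation.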
BRCA1 expr up: BRCA1 expression activation; Potency, µM (series often up to 46.1 µM), inactives show top-dose activation, hits mostly activators; MCF7-BRCA1-FFLuc reporter, luminescence, 48 h; response scale: scaled: vehicle 0%, 10 µM genistein 100%; hit rate 1.1% among 380,000; AID 624202; also: nearly all actives have a fitted effect of over 80% in size; some results filed as inactive show a strong effect at the top dose
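Activators of BRCA1 expression were detected as increased firefly luciferase luminescence in engineered MCF7 cells after 48 h compound incubation. Signals were scaled to genistein 10 microM as full activation.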
MBNL1-CUG inh: blocks human MBNL1 binding to CUG repeat RNA. AID 2675. Q9NR56. hit rate 0.036% among 280,000. Potency, µM (series often up to 57.5 µM), without a hit: top-dose activity change, negative = inhibition, hits mostly inhibitors. TR-FRET MBNL1-His/biotin-(CUG)12 binding, 665/545 ratio; active = well fitted inhibition curve with a large enough effect in the signal ratio, with a control signal flat, not every such curve was filed as active; inconclusive = small, poorly fitted or top-dose-only effect, or effect the other way, or a change in a side signal; inactive = no such curve, though single readings can be large or run the other way; the % refers to the signal ratio; also: % is scaled to controls: 0 for no effect and ±100 for the full control effect
Target sequence (Q9NR56 whole entry, looked up): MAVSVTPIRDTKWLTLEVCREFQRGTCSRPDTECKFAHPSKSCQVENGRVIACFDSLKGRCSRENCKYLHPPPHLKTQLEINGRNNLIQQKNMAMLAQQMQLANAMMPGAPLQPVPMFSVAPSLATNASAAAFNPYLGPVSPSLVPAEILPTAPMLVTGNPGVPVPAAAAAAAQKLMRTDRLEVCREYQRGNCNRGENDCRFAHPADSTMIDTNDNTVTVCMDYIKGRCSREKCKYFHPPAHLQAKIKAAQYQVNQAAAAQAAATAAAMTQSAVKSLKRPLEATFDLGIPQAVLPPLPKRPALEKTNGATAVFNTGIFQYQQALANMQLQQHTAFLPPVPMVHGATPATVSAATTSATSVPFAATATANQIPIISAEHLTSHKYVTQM
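Compound titration spanned 92 nM–58 uM against the MBNL1-His/biotin-(CUG)12 complex. After 60 min at room temperature with 5 nM streptavidin-XL665 and 0.055 ng/ul terbium anti-His, ratiometric 665/545 nm emission (Ex 340 nm) normalized to controls.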
VP16 counter: counter-screen for ROR gamma inhibitors: Gal4-VP16 reporter; Drosophila S2 Gal4-VP16 UAS-luciferase, luminescence, 20 h; Potency, µM (highest dose often 53.6 µM), for inactives: top-dose activity, negative = inhibition, usual class: inhibitors; hit rate 3.5% among 310,000; AID 2546;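 also: Gal4-VP16 expression switched on by copper sulfate through the metallothionein promoter; % is scaled to controls: 0 for no effect and ±100 for the full control effect; nearly all actives have a fitted effect of over 50% in size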
MLL CXXC-DNA inh: MLL CXXC-DNA interaction inhibition | hit rate 0.037% among 290,000 | Q03164 | AID 2662 | MLL-CXXC / FITC-HOXA9 DNA fluorescence polarization | Potency, µM (top dose mostly 115 µM), inactives show at the top dose activity change, negative = inhibition, hits mostly inhibitors; active = well fitted inhibition curve with a large enough effect in the polarisation, with a control signal flat, not every such curve was filed as active; inconclusive = small, poorly fitted or top-dose-only effect, or effect the other way, or a change in a side signal; inactive = no such curve, though single readings can be large or run the other way; the % refers to the polarisation
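Fluorescence polarization: 7 uM MLL-CXXC (stock) preincubated 5 min with compounds, then 50 nM fluorescein-HOX-A9 DNA (stock) added; 30 min ambient. Buffer 50 mM Tris-HCl pH 7.5, 50 mM NaCl, 1 mM DTT, 0.05% BSA.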
FLuc counter: inhibits or activates purified firefly luciferase, miR-21 counter-screen | Potency, µM (top dose mostly 57.5 µM), without a hit: at the top dose activity change, negative = inhibition, hits mostly inhibitors | AID 588342 | hit rate 6.9% among 360,000 | P08659 | purified FLuc, Km substrates, luminescence inhibition;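 also: plate controls were vehicle for no effect and reference inhibitor for full effect; nearly all actives have a fitted effect of over 55% in size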
Target sequence (P08659 whole entry, looked up): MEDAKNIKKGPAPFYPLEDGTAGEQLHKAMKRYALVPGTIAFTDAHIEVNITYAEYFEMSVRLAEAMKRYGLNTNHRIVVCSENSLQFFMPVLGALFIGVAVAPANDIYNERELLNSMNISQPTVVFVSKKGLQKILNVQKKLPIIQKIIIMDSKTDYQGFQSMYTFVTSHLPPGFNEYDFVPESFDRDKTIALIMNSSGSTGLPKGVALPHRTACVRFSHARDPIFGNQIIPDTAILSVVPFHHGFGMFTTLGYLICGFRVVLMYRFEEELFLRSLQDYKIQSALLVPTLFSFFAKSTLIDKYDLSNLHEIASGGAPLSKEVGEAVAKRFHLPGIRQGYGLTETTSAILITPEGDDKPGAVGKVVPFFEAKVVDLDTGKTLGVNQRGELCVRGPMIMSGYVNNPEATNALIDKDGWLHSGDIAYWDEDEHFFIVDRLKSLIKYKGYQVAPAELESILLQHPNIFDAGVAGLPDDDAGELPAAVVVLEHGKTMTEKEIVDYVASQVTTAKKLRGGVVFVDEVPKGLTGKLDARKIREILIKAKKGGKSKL
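Biochemical qHTS of compounds, final roughly 60 µM downward over six points, against 10 nM purified firefly luciferase using Km concentrations of substrates (10 uM D-luciferin, 10 uM ATP) in Tris acetate pH 7.5 buffer; luminescence output.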
Rab9 promoter act: activates the Rab9 promoter. Potency, µM (doses to about 9.22 µM), for the others: at the highest dose activation, negative = inhibition, usual class: activators. Huh7 Rab9 promoter-luciferase reporter, luminescence, 24 h. hit rate 2.8% among 320,000; also: % of control where 0% means no effect; nearly all actives have a fitted effect of over 60% in size
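Quantitative HTS format; Huh7 Rab9-luciferase reporter cells (1500/well) receive compound 2 h post-plating, incubate 24 h at 37 °C, then get luciferase reagent for 10 min before luminescence reading.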
uPA generation: inhibitors of cell surface uPA generation. cell surface uPA generation assay, qHTS. Potency, µM (doses to about 38.3 µM), for inactives: top-dose activity change, negative = inhibition, most hits filed as inhibitors. hit rate 0.31% among 330,000. AID 540303; active = well fitted inhibition curve with a large enough effect; inconclusive = small, poorly fitted or top-dose-only effect; inactive = no such curve, though single readings can be large or run the other way; tested in mouse RAW 264.7 cells; also: % is scaled to controls: 0 for no effect and ±100 for the full control effect; nearly all actives have a fitted effect of over 55% in size
RORgamma inh: blocks mouse ROR gamma transcriptional activity; P51450; Drosophila S2 Gal4-RORgamma UAS-luciferase reporter, 20 h; Potency, µM (series often up to 53.6 µM), without a hit: at the highest dose activity change, negative = inhibition, most hits filed as inhibitors; hit rate 5.4% among 310,000; also: % is scaled to controls: 0 for no effect and ±100 for the full control effect; nearly all actives have a fitted effect of over 60% in size
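Luciferase reporter read in Schneider cells carrying Gal4-RORγ (mouse) and UAS-Photinus luciferase; cells given compound 1 h before 700 uM copper sulfate induction, then incubated 20 h at ambient temperature.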
p53 reactivator: restores transcriptional activity of mutant p53. Potency, µM (highest dose often 92.2 µM), for inactives: at the top dose activity change, positive = activation, usual class: activators. hit rate 0.063% among 320,000. H1299 p53-A138V BP100-luciferase reporter, luminescence, 24 h; also: % of control where 0% means no effect; nearly all actives have a fitted effect of over 45% in size
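p53-null H1299 cells stably carrying temperature-sensitive p53-A138V and a BP100-luciferase reporter were pinned with compounds (4-point, 1:5 series) and held 24 hrs at 37 deg C. Luminescence was read 10 min after detection reagent.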
NPC1 prom act: activators of NPC1 promoter; Huh7 NPC1 promoter luciferase reporter, 24 h; Potency, µM (series often up to 9.22 µM), without a hit: top-dose activation, actives largely listed as activators; hit rate 2.4% among 320,000; AID 485313;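 also: % of control where 0% means no effect; nearly all actives have a fitted effect of over 60% in size; reporter is driven by a mutant NPC1 promoter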
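Luminescence read-out of NPC1 promoter-driven luciferase in stably transfected Huh7 cells; compounds delivered in DMSO and left 24 h at 37C, 5% CO2, qHTS titration format.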
* marks the source's active call; other numbers are inactive results; ? = inconclusive; · = not tested or not shown; & = joins results of further samples; ! = repeats disagree; [ ] = another dose, or the depositor's remark. Unless noted, calls follow the shape of the dose curve; as a rule, active = well fitted curve in the direction sought with a large enough effect; inconclusive = small, poorly fitted or top-dose-only effect, or another doubt; inactive = no such curve, though single readings can be large; an effect the other way counts as inactive or inconclusive. Potency is read from the fitted curve at half-maximal effect. A portion of the library; count on the stated rates, not on these rows.

Order of values – ELG1 genotox	BRCA1 expr up	MBNL1-CUG inh	VP16 counter	MLL CXXC-DNA inh	FLuc counter	Rab9 promoter act	uPA generation	RORgamma inh	p53 reactivator	NPC1 prom act
CCC1=[N+]([O-])C(C)(/C(C)=N\O)N(O)C1(C)C (configuration not stated)
  -1%	29%	2%	3%	-1%	1%	2%	-2%	40%	-1%	-1%
CCOC(=O)c1c(S(=O)(=O)NCC(=O)Nc2ccc(OC)cc2)c(C)n(C)c1C
  1%	18%	-2%	2%	5%	2%	1%	0%	-17%	-2%	-2%
O=C(Nc1ccc2c(c1)OCCO2)c1cc2sccc2n1Cc1ccccc1
  -1%	30%	-8%	-30%	32%[activator]	21µM*	?	1%	16%	9%	24%
CC1Nc2ncnc(N3CCN(c4ccccc4)CC3)c2N(Cc2ccccc2)C1=O (configuration not stated)
  -6%	-11%	·	·	·	-1%	-1%	6%	·	5%	-2%
CN(C)c1ccc(S(=O)(=O)c2ccc(Cl)cc2)cc1
  -5%	-11%	26%	-10%	-7%	2%	10%	0%	35%	19%	-2%
CN(/C(=N\S(=O)(=O)c1ccccc1)C(F)(F)F)c1ccccc1
  1%	-7%	-6%	-4%	-2%	-1%	6%	4%	4%	0%	1%
CCOc1nc(-c2ccc(OC)cc2)ccc1-c1noc(C)n1
  1%	-26%	1%	·	0%	-17%	-11%	·	-10%[0.365 µM]	7%	2%
Cn1c(C(N)=O)cnc1Sc1ncc(C(F)(F)F)cc1Cl
  0%	-2%	1%	-7%	-6%	4%	-2%	1%	7%	-4%	-5%
Cn1c(N2CCCC2)nc2c1c(=O)[nH]c(=O)n2C
  3%	-10%	-17%	-5%	5%	-2%	-4%	-1%	-10%	-5%	-5%
COc1ccc(/C=C2\SC(=S)N(CC(=O)OCC(=O)Nc3cc(Cl)cc(Cl)c3)C2=O)cc1
  3%	43%	15%	-9%	6%	?	0%	-14%	-20%	11%	-4%
Cc1cccc(/C=N/n2c(-c3ccco3)n[nH]c2=S)c1
  -1%	-1%	-2%	-20%	1%	-10%	1%	4%	?	3%	0%
Cc1cccc(NC(=O)Cn2cnc3c(cnn3-c3ccc(F)cc3)c2=O)c1C
  -5%	0%	-7%	-6%	31%[activator]	0%	-5%	20%	-39%	10%	1%
CCOc1ccccc1C1C2=C(COC2=O)Nc2cc3c(cc21)OCO3 (configuration not stated)
  ?	-83%	-1%	-10%	-1%	6%	-31%[inhibitor]	-9%	-10%	2%	-14%
COc1c(C(=O)Nc2nnc(C3CC3)s2)csc1Cl
  ?	42%	3%	?	-5%	?	4µM*	-5%	-21%	14%	4.5µM*
COc1ccc(-c2nnc3n2N=C(C)CS3)cc1OC
  9%	-1%	2%	-1%	9%	0%	3%	-2%	-2%	-3%	-2%
CCOc1ncccc1C(=O)NNC(=O)c1cccc(S(=O)(=O)Nc2ccccc2OC)c1
  -1%	-5%	·	·	·	2%	-4%	-5%	·	5%	-2%
O=C(CSc1nnc(-c2ccc(Br)cc2)n1C1CCCCC1)N1CCCC1
  0%	8%	0%	6%	-9%	-2%	-6%	-2%	-21%	13%	-7%
CCCCN(Cc1ccccc1)S(=O)(=O)c1cc(Br)cc2c1N(C(C)=O)C(C)C2 (configuration not stated)
  -17%	-48%	-2%	?	-2%	4%	-3%	-13%	?	3%	-1%
COc1cc(OC)nc(Oc2ccc(N)c(C)c2)n1
  -1%	1%	-12%	-1%	10%	-2%	3%	-5%	-2%	1%	-1%
Cc1ccc(CN(C)C2CCN(C)CC2)cc1
  -2%	-9%	-1%	-1%	-4%	2%	2%	1%	39%	12%	-3%
CC(NC(=O)CC1CCCCC1)c1ccccc1 (configuration not stated)
  0%	-7%	-5%	2%	-14%	-2%	4%	7%	-29%	?	-1%
NC(=O)CC[C@@H]1NC(=O)[C@H](CO)NC(=O)c2cc([N+](=O)[O-])cc(I)c2NCCC[C@@H](C(N)=O)NC(=O)[C@H](Cc2ccc(O)cc2)NC1=O
  3%	3%	?	14%	7%	1%	1%	3%	-2%	4%	-1%
COc1ccccc1NC(=O)C(C)OC(=O)CSCC(=O)Nc1ccc(C)cc1C (configuration not stated)
  1%	-1%	·	·	·	4%	-4%	9%	·	-1%	-2%
Cc1onc(-c2ccccc2)c1C1=N/C(=C\c2ccccc2F)C(=O)O1
  -4%	-2%	·	6%	32%[activator]	?	1%	-5%	39%	0%	-6%
Cc1cc(C)nc(/N=C2\NC(=O)CC(C(=O)O)N2c2cccc(Cl)c2)n1 (configuration not stated)
  -2%	·	0%	-2%	2%	-4%	-2%	·	28%	2%	-2%
Cn1c(=O)n(Cc2ccc(F)cc2)c(=O)c2c1nc1n2CCCN1Cc1ccccc1
  -10%	-24%	-4%	?	6%	1%	-6%	-6%	-5%	5%	-4%
Cc1ccc(C(C)NC(=O)c2c(C)noc2C)cc1C (configuration not stated)
  -1%	5%	2%	4%	-7%	3%[2.3 µM]	-1%	·	-2%	0%	-2%
COc1ccc(C(=O)NCC(=O)OCC(=O)N(C)c2ccccc2)cc1
  1%	4%	-3%	-3%	-3%	0%	-10%	-4%	14%	-4%	-9%
NS(=O)(=O)c1ccc(CCNC(=O)CSCc2ccccc2)cc1
  -2%	3%	4%	-4%	14%	1%	17%	7%	-14%	-2%	?
CC1=C(C(=O)OC2CCCCC2)C(c2ccccc2F)NC(=O)N1 (configuration not stated)
  -2%	0%	2%	-8%	5%	0%	-6%	2%	12%	-4%	-4%

The closing 6 entries of the part above are carried over, then new ones follow:
Order of values – ELG1 genotox	BRCA1 expr up	MBNL1-CUG inh	VP16 counter	MLL CXXC-DNA inh	FLuc counter	Rab9 promoter act	uPA generation	RORgamma inh	p53 reactivator	NPC1 prom act
Cc1cc(C)nc(/N=C2\NC(=O)CC(C(=O)O)N2c2cccc(Cl)c2)n1 (configuration not stated)
  -2%	·	0%	-2%	2%	-4%	-2%	·	28%	2%	-2%
Cn1c(=O)n(Cc2ccc(F)cc2)c(=O)c2c1nc1n2CCCN1Cc1ccccc1
  -10%	-24%	-4%	?	6%	1%	-6%	-6%	-5%	5%	-4%
Cc1ccc(C(C)NC(=O)c2c(C)noc2C)cc1C (configuration not stated)
  -1%	5%	2%	4%	-7%	3%[2.3 µM]	-1%	·	-2%	0%	-2%
COc1ccc(C(=O)NCC(=O)OCC(=O)N(C)c2ccccc2)cc1
  1%	4%	-3%	-3%	-3%	0%	-10%	-4%	14%	-4%	-9%
NS(=O)(=O)c1ccc(CCNC(=O)CSCc2ccccc2)cc1
  -2%	3%	4%	-4%	14%	1%	17%	7%	-14%	-2%	?
CC1=C(C(=O)OC2CCCCC2)C(c2ccccc2F)NC(=O)N1 (configuration not stated)
  -2%	0%	2%	-8%	5%	0%	-6%	2%	12%	-4%	-4%
CCn1c(SCC(=O)Nc2ccc3[nH]c(=O)[nH]c3c2)nc2ccccc21
  4%	-38%	·	·	·	2%	-3%	6%	·	-6%	-1%
C/C(CC(C)C)=N\Oc1nc(C)cc(C)n1
  0%	10%	-2%	-5%	-6%	-3%	9%	-1%	6.3µM*	8%	0%
O=C(Nc1nnc(S(=O)(=O)Nc2ccccc2)s1)C1CCCCC1
  0%	-3%&0%	13%	2%	-15%	8.5µM*!	-6%	9%	43%	1%	-3%
Cc1cc(NC(=O)CSc2nc(CC(C)(C)C)nc3c2c(=O)n(C)c(=O)n3C)no1
  -17%	-5%	3%	2%	12%	10%	-7%	15%	-28%	6%	-10%
O=C(Cc1cccc(NC(=O)C2CCN(C(=O)C3CCCC3)CC2)c1)Nc1cccc(C(=O)N2CCCC2)c1
  1%	1%	·	·	·	7%	9%	14%	·	4%	-2%
Cc1ccc(NC(=O)C2CCN(C(=O)c3cccs3)CC2)cc1
  1%	-5%	-3%	6%	5%	-1%	-2%	-3%	12%	4%	-2%
